Screens: PubChem BioAssay, several laboratories
OXTR agonist: human OXTR agonists, primary screen, fluorescence, CHO-OTR cells, Fluo-8 calcium; Fluo-8 calcium fluorescence; normalized: DMSO 0%, oxytocin 100%; AID 2435, 2010; 0.32% of 320,000 active; activation, % at 3 µM; Oxytocin receptor (Homo sapiens), P30559;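 active means activation above the mean of all tested compounds plus 3 SD, cutoff set per screening run, cut at about 20% in these data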;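 further: peak over basal fluorescence ratio from a 100 s FLIPR kinetic read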
Target sequence (P30559 whole entry, looked up): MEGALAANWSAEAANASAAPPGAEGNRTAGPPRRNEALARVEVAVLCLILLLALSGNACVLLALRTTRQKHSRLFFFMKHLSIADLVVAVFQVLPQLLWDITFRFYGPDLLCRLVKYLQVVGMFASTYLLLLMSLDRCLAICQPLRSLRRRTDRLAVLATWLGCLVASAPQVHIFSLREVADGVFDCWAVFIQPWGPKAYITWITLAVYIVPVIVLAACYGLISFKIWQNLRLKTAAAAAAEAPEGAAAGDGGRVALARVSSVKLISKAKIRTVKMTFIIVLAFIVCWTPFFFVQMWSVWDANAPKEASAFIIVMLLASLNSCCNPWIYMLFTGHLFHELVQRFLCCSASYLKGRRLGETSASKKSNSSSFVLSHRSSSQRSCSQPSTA
PHOSPHO1 block: PubChem AID 1565. recombinant PHOSPHO1, absorbance phosphatase assay. 1.1% of 290,000 active. inhibition, % at 13.3 µM. Phosphoethanolamine/phosphocholine phosphatase (Homo sapiens), Q8TCT1; in the data active means inhibition above about 60%
Target sequence (Q8TCT1 whole entry, looked up): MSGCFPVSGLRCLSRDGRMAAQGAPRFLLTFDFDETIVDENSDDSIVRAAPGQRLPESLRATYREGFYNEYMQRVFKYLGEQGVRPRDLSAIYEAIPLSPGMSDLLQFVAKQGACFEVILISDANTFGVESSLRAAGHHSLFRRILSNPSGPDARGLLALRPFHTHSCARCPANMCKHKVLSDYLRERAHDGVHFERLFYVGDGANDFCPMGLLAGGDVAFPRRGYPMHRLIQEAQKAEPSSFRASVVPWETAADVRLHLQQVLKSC
GPR7 antagonist: GPR7 receptor antagonists, primary screen, cell-based, fluorescence, single concentration; inhibition, % at 4.4 µM; 1.1% of 290,000 active; AID 1861, 2009; GPR7-expressing cells, fluorescence antagonist assay; Neuropeptides B/W receptor type 1 (Homo sapiens), P48145; in the data active means inhibition above about 16%, passing the limit was not always enough;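 further: cells stimulated with the agonist NPW; 0% = agonist with vehicle and 100% = vehicle without agonist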
Target sequence (P48145 whole entry, looked up): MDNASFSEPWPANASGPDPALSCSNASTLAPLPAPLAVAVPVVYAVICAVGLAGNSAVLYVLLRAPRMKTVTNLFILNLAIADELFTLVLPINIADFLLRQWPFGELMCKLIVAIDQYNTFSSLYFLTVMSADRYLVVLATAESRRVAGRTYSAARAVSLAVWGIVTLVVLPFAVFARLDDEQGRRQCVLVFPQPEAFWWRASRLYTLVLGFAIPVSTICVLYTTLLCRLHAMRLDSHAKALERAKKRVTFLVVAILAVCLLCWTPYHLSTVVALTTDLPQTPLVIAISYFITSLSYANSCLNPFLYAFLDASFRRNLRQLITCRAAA
MEKK2mut PB1 HTS: MEK5 binding signal on mutant MEKK2 PB1, primary screen, biochemical, multiplex bead flow cytometry, Alexa488-MEK5. Alexa488-MEK5 binding to MEKK2 mutant. percent response, % at 10 µM. 0.35% of 290,000 active; in the data active means percent response above about 24%, passing the limit was not always enough; further: inactives centre near 1; some results filed as inactive read as strong as hits; reference of the scale not given here
M18AAP inhibitor: PfM18AAP inhibitors, malaria aminopeptidase, primary screen, biochemical, QFRET, recombinant enzyme; 1.2% of 290,000 active; inhibition, % at 7.35 µM; H-Glu-NHMec fluorogenic cleavage;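 active means inhibition above the campaign mean inhibition over all tested compounds plus 3 SD, cut at about 28% in these data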;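 further: 0% = plate median of test compound wells and 100% = 2 mM ZnCl2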
MEKK3 PB1 HTS: modulators of MEKK3-MEK5 PB1 binding, primary screen, biochemical, wildtype MEKK3, multiplex bead flow cytometry, Alexa488-MEK5. binding response (% of control), % at 10 µM. Mitogen-activated protein kinase kinase kinase 3 (Homo sapiens), Q99759. 1.4% of 290,000 active. bead-based flow cytometry, Alexa488-MEK5 binding to MEKK3; actives lie on both sides; 0 = blocked by unlabeled MEK5, 100 = vehicle;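 active means binding response more than 3 SD above or below the average of its plate-row segment, actives on both sides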;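 further: Alexa488 bead fluorescence after subtracting the streptavidin-only scavenger bead signal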
NALP1 inh: NALP1 inflammasome inhibitors in reconstituted yeast, colorimetric, S. cerevisiae, triplicate retest; AID 2071, 2009; inhibition, % at 10 µM; 0.61% of 280,000 active; S. cerevisiae NALP1/ASC/caspase-1 growth, X-gal OD620, 72 h; in the data active means inhibition mostly above about 24%, no sharp cut-off; inactive means mostly below about 32%; further: some compounds called inactive have numbers as strong as hits
MEKK2wt PB1 HTS: modulators of MEK5 binding to wildtype MEKK2, primary screen, biochemical, multiplex bead flow cytometry, Alexa488-MEK5; 1.1% of 290,000 active; AID 1531, 2009; Alexa488-MEK5 binding to MEKK2 WT; actives lie on both sides; binding response (% of control), % at 10 µM; in the data active means binding response below about 67% or above about 130%
FID counter: compounds displacing fluorescent DNA intercalator, primary screen, artefact control for HCV NS3 helicase inhibitor project, biochemical, FID fluorescence | DNA fluorescent intercalator displacement | inhibition, % at 7.9 µM | 0.17% of 290,000 active | AID 1845, 2009; in the data active means inhibition above about 37%;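 further: 0% = vehicle and 100% = reference compound; higher means more ethidium bromide displaced from hairpin DNA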
Active calls of the source: *; . = no result given.

SMILES	OXTR agonist	PHOSPHO1 block	GPR7 antagonist	MEKK2mut PB1 HTS	M18AAP inhibitor	MEKK3 PB1 HTS	NALP1 inh	MEKK2wt PB1 HTS	FID counter
CN(C(=O)c1ccc(NC(=O)c2ccco2)cc1)c1ccccc1	0.9	16	5	9	1	105	-8	111	-16
Cc1cccc(C(=O)Oc2ccccc2/C=N/Nc2ccc([N+](=O)[O-])cc2)c1	0.6	0	-9	1	-9	100	15	105	1
O=C(Nc1ccc(N2CCN(Cc3ccccc3)CC2)cc1)c1cccnc1	2.7	7	-12	3	11	103	12	103	-8
O=C(O)CSc1nnc(-c2ccccc2Br)n1-c1cccc(C(F)(F)F)c1	2.1	32	-6	3	-9	101	-8	99	-37
COCCOC(=O)C1=C(N)OC2=C(C(=O)CC(C)(C)C2)C1c1ccncc1 (stereo unspecified)	-0.1	47	-13	0	-2	100	-5	102	-1
O=C(CCC(=O)NNC(=S)Nc1ccccc1)NCc1ccccc1	-0.2	-6	-9	4	3	103	.	100	-9
N#C/C(=C(/O)c1ccc([N+](=O)[O-])o1)c1nc2ccccc2[nH]1	0.7	34	-7	-19	-2	88	.	83	0
CCN1CCN(C(=O)c2cc(S(=O)(=O)N3CCCCC3)ccc2Cl)CC1	0.1	43	-7	0	-2	102	-1	98	-10
O=C1CN(C(=O)CSc2nc3ccccc3c(=O)n2CCCN2CCOCC2)c2ccccc2N1	0.5	-8	-16	-8	-1	94	-2	94	-12
O=C(/C=C/c1ccc(F)cc1)N1CCN(c2ccccn2)CC1	-0.8	-13	-1	0	3	109	33	109	-19
COc1cccc(N(C(=O)Cc2cccs2)C(C(=O)NC2CCCC2)c2ccncc2)c1 (stereo unspecified)	-0.8	23	-4	1	3	102	-16	97	-32
CCC(C)(C)NC(=O)C1c2ccccc2Oc2ccccc21	-1.8	37	-10	2	1	99	10	97	-4

The final 2 entries of the section above are carried over, then new ones follow.
SMILES	OXTR agonist	PHOSPHO1 block	GPR7 antagonist	MEKK2mut PB1 HTS	M18AAP inhibitor	MEKK3 PB1 HTS	NALP1 inh	MEKK2wt PB1 HTS	FID counter
COc1cccc(N(C(=O)Cc2cccs2)C(C(=O)NC2CCCC2)c2ccncc2)c1 (stereo unspecified)	-0.8	23	-4	1	3	102	-16	97	-32
CCC(C)(C)NC(=O)C1c2ccccc2Oc2ccccc21	-1.8	37	-10	2	1	99	10	97	-4
COc1ccc(Cc2noc(CN3CCCC(OCc4ccccn4)C3)n2)cc1OC (stereo unspecified)	-0.5	54	-17	2	-1	101	1	106	-28
CN(C(=O)CCNC(=O)Cn1cnc2ccccc2c1=O)c1ccc(Br)cc1	1.3	6	1	0	2	102	4	100	-22
Clc1ccc(-n2ncc3c(NCCN4CCOCC4)ncnc32)cc1	6.5	-2	3	4	9	106	1	108	4
CCN1CCN(C(=O)c2cc3sccc3n2CC(=O)c2ccccc2)CC1	0.5	-11	-8	6	5	102	13	106	2
CC(C)[C@H](NC(=O)c1c(F)cccc1F)C(=O)N1CCN(c2ccc(F)cc2)CC1	0.4	10	-1	-2	-4	103	16	98	-32
O=C(Nc1ccc(OC(F)(F)F)cc1)c1n[nH]c(Cn2cncn2)n1	-0.1	20	3	3	-11	105	3	103	-1
COc1cccc(-c2nnc(N)o2)c1	0.3	-10	-1	4	-2	91	-6	95	1
COc1ccc(C(=O)N2CCn3c2nc2ccccc23)cc1	-0.8	-10	-10	1	2	106	7	98	-1
O=C(CSc1ccc2ccccc2n1)Nc1ccc(N2CCOCC2)cc1	0.5	40	-10	0	4	106	3	100	-14
Cc1ccccc1NC(=O)c1ccccc1NC(=O)CCC(=O)O	-0.8	-3	-9	2	-1	108	24	106	-1
CC1=Nc2ccccc2/C1=C/c1sc(=N)n(-c2nccs2)c1O	23*	11	0	-7	10	90	-10	93	2
Cc1nc2c(sc(=S)n2Cc2ccco2)c(=O)n1CC(=O)Nc1ccccc1F	-0.1	24	-7	8	-4	105	5	110	-16
Cc1oc(C(C)(C)C)cc1C(=O)Nc1cccc(/C=C\C(=O)O)c1	-2.1	-7	-2	-3	2	92	31	97	-34
Cc1ccc(CNC(=O)CCCc2ccccc2)cc1	-2.0	29	-4	-8	0	96	-1	91	1
CCC(=O)C1CCCN(C(=O)c2ccc3nc(-c4cccc(OC)c4)oc3c2)C1 (stereo unspecified)	-0.5	43	-15	4	-7	104	6	108	-42
COc1ccccc1NC(=O)CSc1nnc(Cn2nnc(-c3ccccc3)n2)n1-c1ccccc1	3.4	-10	7	-5	3	99	13	92	-21
CCC(C(=O)OCC(=O)NC(=O)NC(C)(C)C)c1ccccc1 (stereo unspecified)	-1.8	-4	-4	-1	-1	104	17	101	-27
Cc1cc2cc(CN(Cc3cccs3)C(c3nnnn3C(C)(C)C)C(C)C)c3nnnn3c2cc1C (stereo unspecified)	.	-8	2	3	5	96	9	92	-5
CCc1ccc(CN2CCCC(CNS(=O)(=O)c3ccc(OC)cc3)C2)cc1 (stereo unspecified)	2.4	51	3	5	2	103	4	108	19
Cc1ccc(C2=NC(C)(C)N=C2SCC(=O)Nc2ccc(Cl)cc2)cc1	-1.8	-9	-8	4	15	118	9	114	-20
CC(Cn1cncn1)C(=O)N1CCN(S(=O)(=O)c2ccccc2)CC1 (stereo unspecified)	-0.4	35	-13	0	5	99	0	95	-17
CC(=O)c1cc2ccc(O)cc2oc1=O	-0.6	-12	-18	1	5	99	-44	100	1
O=C(CCc1nnc(CCc2ccccc2)o1)N1CCCC1c1nccs1 (stereo unspecified)	0.2	35	-15	9	-1	103	-10	105	-15
O=C1NC(c2ccccc2)Oc2ccccc21 (stereo unspecified)	.	9	-19	5	3	102	3	104	-3
C=CCNc1sc(C(=O)c2ccc(C)cc2)c(N)c1C#N	-1.9	96*	-16	2	-12	98	2	97	-3
CC(C)C[C@H](NC(=O)N1CCn2c1nc1ccccc12)C(=O)N1CCCCC1	1.0	32	-14	0	-14	101	11	101	-41
CC(=O)c1ccc(N(C(=O)Cn2nnc3ccccc32)C(C(=O)NCc2ccccc2)c2ccccn2)cc1 (stereo unspecified)	-0.1	-31	-3	4	1	117	-8	107	-27
Cc1ccc(-c2csc3nc[nH]c(=S)c23)cc1C	-0.8	-7	-7	9	5	94	21	98	-6
Cc1ccc2c(c1)N(CC(=O)O)C(=O)CO2	1.2	13	6	6	4	106	15	108	0
O=C(/C=C/c1ccccc1)N1CCN(Cc2nc3ccccc3c(=O)[nH]2)CC1	-0.4	24	-8	1	-4	103	2	102	-29
O=C(COC(=O)/C=C/c1ccc(F)cc1)Nc1ccc(Cl)cn1	1.4	11	-13	-2	-1	102	0	97	-5
COc1cccc(-c2cc(C(F)(F)F)nc(-n3cncn3)n2)c1	-1.4	10	-11	4	8	96	11	103	-10
c1csc(-c2ccn[nH]2)c1	0.5	28	-9	2	-2	80	18	76	0
COC(=O)c1ccccc1NC(=O)Nc1ccc(C)cn1	0.5	4	-2	0	2	103	21	100	1
Cc1ccc(S(=O)(=O)N2CC3(C)CN(S(=O)(=O)c4ccc(C)cc4)CC(C)(C2)C3)cc1	-0.8	-5	-15	0	-2	99	6	100	-4
Cc1ccc(NC(=S)NC2CC3CCC(C2)N3Cc2ccco2)cc1C (stereo unspecified)	3.9	-11	-2	4	-6	96	-4	107	18
O=C(c1ccc(S(=O)(=O)Cc2ccccc2F)c([N+](=O)[O-])c1)N1CCCC1	2.5	56	-5	-3	4	95	-17	99	8
N/C(=N\OC(=O)c1cccc(Cl)c1)c1cccnc1	-0.5	10	-3	0	0	94	8	99	1
O=C(Nc1nccs1)c1cc2c(s1)CCCCC2	-1.5	7	-2	4	1	105	10	105	-11
S=C(Nc1ccc(Br)cc1Cl)NN1CCOCC1	0.5	43	0	5	-17	107	6	107	-2
CC(=O)Oc1ccc(Cl)cc1/C=C/c1cc(OC(C)=O)c2ccccc2n1	-0.6	-7	10	1	10	104	27	105	-8
COc1ccc(-c2nc(N3CCC(C)CC3)[nH]c(=O)c2C#N)cc1	-0.8	17	-5	-2	5	97	24	95	-6
Cc1nn(-c2ccccc2)c(Cl)c1C(=O)NCCN(C)C	1.1	-27	8	4	-9	103	8	106	-1
O=[N+]([O-])c1ccc(NCc2ccc3c(c2)OCO3)cc1	-1.0	20	0	-4	4	103	8	100	8
CN(C)c1ccc(C(=O)/C=C/c2cccnc2)cc1	-0.7	-38	-2	7	6	104	-3	110	-14
CSc1nnc(C)c(/C=C/Nc2ccc(Cl)cc2)n1	4.0	12	-4	6	-14	107	-2	97	3
CN(C)S(=O)(=O)c1ccc(NC(=O)CN2CCN(C(c3ccccc3)c3ccccc3)CC2)cc1	0.7	23	-14	3	-4	103	-1	118	2

Compounds shown so far containing a Cl atom:
SMILES	OXTR agonist	PHOSPHO1 block	GPR7 antagonist	MEKK2mut PB1 HTS	M18AAP inhibitor	MEKK3 PB1 HTS	NALP1 inh	MEKK2wt PB1 HTS	FID counter
CCN1CCN(C(=O)c2cc(S(=O)(=O)N3CCCCC3)ccc2Cl)CC1	0.1	43	-7	0	-2	102	-1	98	-10
Clc1ccc(-n2ncc3c(NCCN4CCOCC4)ncnc32)cc1	6.5	-2	3	4	9	106	1	108	4
Cc1ccc(C2=NC(C)(C)N=C2SCC(=O)Nc2ccc(Cl)cc2)cc1	-1.8	-9	-8	4	15	118	9	114	-20
O=C(COC(=O)/C=C/c1ccc(F)cc1)Nc1ccc(Cl)cn1	1.4	11	-13	-2	-1	102	0	97	-5
N/C(=N\OC(=O)c1cccc(Cl)c1)c1cccnc1	-0.5	10	-3	0	0	94	8	99	1
S=C(Nc1ccc(Br)cc1Cl)NN1CCOCC1	0.5	43	0	5	-17	107	6	107	-2
CC(=O)Oc1ccc(Cl)cc1/C=C/c1cc(OC(C)=O)c2ccccc2n1	-0.6	-7	10	1	10	104	27	105	-8
Cc1nn(-c2ccccc2)c(Cl)c1C(=O)NCCN(C)C	1.1	-27	8	4	-9	103	8	106	-1
CSc1nnc(C)c(/C=C/Nc2ccc(Cl)cc2)n1	4.0	12	-4	6	-14	107	-2	97	3
